# Compound activity (PubChem)
# NR2E3 ag-1 – NR2E3 agonists in two-hybrid cells, primary screen, cell-based, luminescence, CHO-S, Gal4-NCOR/VP16-NR2E3; Photoreceptor-specific nuclear receptor (Homo sapiens), Q9Y5X4; luciferase; inhibition of corepressor binding, % at 3.98 µM; 360,000 tested, 0.35% active; AID 602229, 2012;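 active means inhibition above the mean of all tested compounds plus 3 SD, cut at about 70% in these data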;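 further: 0% = DMSO with NR2E3 transfected cells and 100% = cells lacking NR2E3 construct; higher means lower luciferase signal from less NR2E3 corepressor binding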
# Target sequence (Q9Y5X4 whole entry, looked up, the tested form may be a part): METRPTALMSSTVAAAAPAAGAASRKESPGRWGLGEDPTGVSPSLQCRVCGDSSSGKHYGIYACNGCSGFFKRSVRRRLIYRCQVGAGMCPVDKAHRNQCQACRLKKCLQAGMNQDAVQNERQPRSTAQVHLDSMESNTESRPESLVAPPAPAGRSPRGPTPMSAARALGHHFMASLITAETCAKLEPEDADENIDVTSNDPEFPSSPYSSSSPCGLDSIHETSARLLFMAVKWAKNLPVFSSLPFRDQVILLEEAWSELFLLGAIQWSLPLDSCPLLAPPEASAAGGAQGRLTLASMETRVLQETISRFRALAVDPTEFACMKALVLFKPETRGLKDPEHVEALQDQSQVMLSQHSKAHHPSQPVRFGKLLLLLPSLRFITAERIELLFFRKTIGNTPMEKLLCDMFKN
# KKLEB tox – cytotoxicity in KKLEB CF airway cells, primary screen, cytotoxicity control for CF NF-kB inhibitor project, cell-based, uHTS, fluorescence assay plates; 360,000 tested, 0.36% active; KKLEB CF airway cells viability, ATPlite luminescence, overnight; hits give low values; cells stimulated with P. aeruginosa culture filtrate; activity change (cytotoxicity), % at 5 µM;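 active means corrected activity change at or below -50% at 5 µM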
# Shn3 3UTR inh – reduction of Shn3 3'UTR firefly luciferase signal, primary screen, Schnurri-3 inhibitor project, cell-based, Clone20 osteoblasts, set 2 | Clone20 osteoblast Shn3 3'UTR firefly luciferase, 24 h | inhibition, % at 12.5 µM | 360,000 tested, 0.52% active;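 active means mean inhibition of at least 75% with every replicate also reaching 75%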;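 further: 0% = median of neutral control wells and 100% = pilot-screen positive control compound; some compounds past the cut are filed as inactive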
# MITF TRPM1 inh – inhibitors of MITF-dependent TRPM1 promoter reporter, primary screen, cell-based, SK-MEL-5, single point, luciferase; AID 488899, 2010; inhibition, % at 12.5 µM; 330,000 tested, 0.83% active; SK-MEL-5 TRPM1 promoter luciferase, 24 h;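 active means mean inhibition across replicates of 60% or more, whatever share of single replicates reaches that level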; further: values of inactives mirror those of a sister screen read the other way
# NR2E3 ag-2 – inhibitors of NR2E3-RetCOR corepressor binding, primary screen, NR2E3 agonist project, biochemical, TR-FRET, GST-NR2E3, biotin-RetCOR | Photoreceptor-specific nuclear receptor (Homo sapiens), Q9Y5X4 | 1536-well | inhibition of corepressor binding, % at 4.78 µM | 320,000 tested, 0.12% active | AID 2300, 2010;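 active means percent inhibition above the cutoff of mean plus 3 SD of all tested compounds, set per screening campaign, cut at about 20% in these data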;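 further: 0% = DMSO wells and 100% = biotin wells as full block of FRET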
#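 Format: 1536-well format; test system: GST-NR2E3 and biotin-RetCOR proteins; read-out basis: percent inhibition of TR-FRET ratio; timing: 5 h incubation at 4 °C; detection: time-resolved FRET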
# EBV LMP1 NFkB – EBV LMP1-driven NF-kappaB luciferase reporter inhibitors, primary screen, cell-based, luminescence, single point | 350,000 tested, 0.69% active | inhibition, % at 12.5 µM | LMP1-induced NF-kappaB luciferase reporter cells | AID 504558, 2011; in the data active means inhibition above about 41%;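 further: 0% = neutral control wells and 100% = reference inhibitor control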
# iPSC survival up – enhancers of single-cell hiPSC survival, primary screen, ATPlite luminescence; 100% = ROCK inhibitor wells, 0% = DMSO; survival enhancement, % at 20 µM; 360,000 tested, 0.044% active; in the data active means survival enhancement above about 18%;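 further: cells exposed to compounds for 16 hours before the ATP read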
# CF NFkB block – inhibitors of PAF-induced NF-kB signaling, primary screen, cell-based, GFP fluorescence, uHTS; KKLEB NF-kB-GFP reporter, GFP fluorescence overnight; inhibition, % at 5 µM; 360,000 tested, 0.86% active;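 active means at least 50% inhibition at 5 µM, scaled per plate between neutral and stimulator controls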;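 further: PAF is a Pseudomonas aeruginosa culture filtrate used as stimulus; plate controls were PAF-stimulated DMSO wells for no effect and unstimulated DMSO wells for full effect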
# TRAIL sens C8 – viability loss with TRAIL in NB7+C8 cells, primary screen, TRAIL sensitizer project, cell-based, ATPlite luminescence. inhibition (viability loss, TRAIL sensitization), % at 10 µM. 360,000 tested, 1% active. AID 624354, 2012;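 active means compounds causing at least 50% loss of cell viability in the single-dose screen, relative to plate controls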
# Peg3 prom inh – Peg3 promoter-driven luciferase inhibitors, primary screen, cell-based, HeLa, luciferase luminescence | HeLa PEG-Prom luciferase reporter, overnight | inhibition, % at 20 µM | 360,000 tested, 1.7% active | AID 588405, 2011;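 active means inhibition of at least 50% at 20 µM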
# HIF-2a inh – HIF-2a reporter inhibitors, primary screen, luminescence, 786-0 RCC cells. 786-0 RCC cells HIF-2a reporter, luciferase luminescence, overnight. inhibition, % at 18.8 µM. 360,000 tested, 0.72% active;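 active means inhibition of the luminescence signal of 40% or more relative to plate controls, in a single-dose primary screen at 18.75 µM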
# Active calls of the source: *; x = no result given. Not all compounds are listed; rates above refer to the full screens.
# Below each compound – iPSC survival up, EBV LMP1 NFkB, CF NFkB block, Peg3 prom inh, Shn3 3UTR inh, MITF TRPM1 inh, TRAIL sens C8, NR2E3 ag-1, NR2E3 ag-2, HIF-2a inh, KKLEB tox
O=C(C1CC(=O)N(c2ccc3c(c2)OCCO3)C1)N1CCCC(C(F)(F)F)C1 (stereo unspecified)
  0.1, -3, 4, -21, -18, 2, 10, -27, 1, -7, 7
COc1cc(CNC(=O)c2cc(-c3ccc(OC)cc3C)n[nH]2)cc(OC)c1
  -4.3, x, -26, 6, -13, x, 3, 5, x, 6, 4
COc1ccccc1CNC(=O)C1(C)CCN1Cc1ccc(OC(F)(F)F)cc1 (stereo unspecified)
  -1.8, x, 12, -3, 7, x, -1, -10, x, -2, -6
Cc1cc(C(=O)NCCCN2CCN(C3CCCCC3)CC2)n(-c2ccccc2)n1
  0.7, -2, 11, -5, -6, 5, -1, 9, -1, 17, -8
CN1C(=O)c2cccc3c(S(=O)(=O)NCc4ccco4)ccc1c23
  0.8, 2, -15, 2, 6, 14, 6, -1, -4, 16, -4
COc1ccc(/C=N/n2cnc3c([nH]c4ccc(C)cc43)c2=O)cc1CN1CCCC1
  -0.8, -3, -8, 77*, -16, 83*, 1, -26, -1, 13, -3
Cc1ccccc1CC(=O)Nc1ccc2c(C)cc(=O)oc2c1
  -0.2, 6, -5, -28, -8, -12, -14, -28, -4, -26, 2
CC(C)C(C)NC(=O)COc1ccc(Sc2ccc(OCC(=O)NC(C)C(C)C)cc2)cc1 (stereo unspecified)
  -2.2, 17, -12, 19, 78, 14, 15, -4, 0, 6, -6
O=C(Cc1ccc(Cl)cc1)Nc1ncc([N+](=O)[O-])s1
  -0.7, -12, 35, -139, -74, -20, -17, -37, x, -274, 4
CCOC(=O)C1=CCN(S(=O)(=O)c2ccc(Cl)cc2)C1c1cccc(C)c1 (stereo unspecified)
  0.0, x, 23, 40, -5, x, -7, -13, x, 5, -4
C=Cc1ccc(Cn2c(C)c(C(=O)NCc3ccc4c(c3)OCO4)sc2=O)cc1
  -0.3, x, 17, 9, 18, x, 20, 5, x, -2, -2
CC(C)(C)c1cc(CCC(=O)Nc2ccncc2)cc(C(C)(C)C)c1O
  -0.4, 1, 4, 24, 67, -9, -5, -10, 2, 18, -4
COc1ccccc1OCC(=O)Nc1ccc(Cl)cc1
  2.0, -27, 8, -187, -9, -44, 11, 13, 0, -175, 12
Cc1onc(-c2c(Cl)cccc2Cl)c1C(=O)NCc1ccco1
  -0.8, 3, 1, 10, 4, -3, 8, -8, 1, 7, 6
Cc1cc(O)cc(C)c1Cl
  0.2, -4, 0, 6, 9, -8, 8, 11, -2, -1, 23
Cc1ccc(Cl)cc1NC(=O)[C@@H]1CCC(=O)N1C1OC(=O)c2ccccc21 (stereo partly specified)
  4.5, -1, -23, -3, -2, -3, -7, -28, -1, 12, 4
CCCc1nnc(NC(=O)CCC(=O)NC2CCCc3ccccc32)s1 (stereo unspecified)
  4.9, 0, -7, -67, 13, 10, -16, 3, 3, 6, -3
Nc1ccnn1Cc1cccnc1
  -1.7, -1, -6, 5, -3, -1, -2, -16, -1, 15, 13
O=C(NC(=S)NC1CCCCC1)c1ccccc1
  -0.1, -20, 14, -148, 0, -50, 1, -67, 2, -195, -22
CCOc1cccc2cc(C(=O)NCc3ccc(Cl)cc3)c(=N)oc12
  0.2, -1, 10, 22, -12, 1, -12, 5, 3, 11, 0
O=C(O)CCCCCn1c(O)c(C=C2N=c3ccccc3=N2)sc1=S
  -0.1, -23, 9, 22, -31, 2, 3, -18, 1, -7, 10
CCOc1ccc(C(=O)CN2CCN(S(=O)(=O)c3ccc(Cl)cc3)CC2)cc1
  -3.4, -8, -12, 6, 14, 3, -11, -1, 0, 15, 7
COc1ccc(Br)cc1CNC(=O)C1CCCN(S(=O)(=O)N2CC(C)CC(C)C2)C1 (stereo unspecified)
  0.1, -2, 4, 25, 28, 24, 13, -15, -2, 15, -20
CC(=O)N1CCN(c2ccc([N+](=O)[O-])c(NCC3CCCO3)c2)CC1 (stereo unspecified)
  2.9, -3, -4, 13, -27, 9, -8, 0, -1, 22, 9
O=C(/C=C/c1cccs1)N1CCC2(CC1)Oc1ccc(Cl)cc1C(=O)C21CC(c2ccccc2)=NO1 (stereo unspecified)
  -3.4, -7, -4, -3, 11, -5, 1, -5, 0, 6, 11
C#CCOCCOCCOCCNc1nc(N2CCN(C(=O)Cn3cc(CCO)nn3)CC2)nc(N2CCN(C(=O)[C@H]([C@@H](C)CC)n3cc(CCCN=C(N)N)nn3)CC2)n1
  -2.6, 3, 0, -13, -7, 5, 2, -5, x, 9, -14
Cc1ccccc1N/N=C1\CCCNC1=O
  -1.5, -17, -4, -22, -1, -49, -3, 9, 1, -20, 4
CCC(=O)c1c[nH]c(C(=O)NCCc2ccccn2)c1
  -0.4, 1, -5, -127, -20, -8, -2, -23, 1, -65, -6
COc1ccc(C(=O)COC(=O)c2cc(=O)c3ccccc3o2)c(OC)c1
  0.3, 6, 3, -16, -31, x, -3, 10, x, -48, -4
Cc1ccc(Cc2c(-c3ccc(C)cc3)nc3c4ccccc4ccn23)cc1
  -0.7, -19, 0, -48, -23, x, -1, -18, x, -65, 0

# 10 neighbouring compounds already listed:
# Below each compound – iPSC survival up, EBV LMP1 NFkB, CF NFkB block, Peg3 prom inh, Shn3 3UTR inh, MITF TRPM1 inh, TRAIL sens C8, NR2E3 ag-1, NR2E3 ag-2, HIF-2a inh, KKLEB tox
O=C(O)CCCCCn1c(O)c(C=C2N=c3ccccc3=N2)sc1=S
  -0.1, -23, 9, 22, -31, 2, 3, -18, 1, -7, 10
CCOc1ccc(C(=O)CN2CCN(S(=O)(=O)c3ccc(Cl)cc3)CC2)cc1
  -3.4, -8, -12, 6, 14, 3, -11, -1, 0, 15, 7
COc1ccc(Br)cc1CNC(=O)C1CCCN(S(=O)(=O)N2CC(C)CC(C)C2)C1 (stereo unspecified)
  0.1, -2, 4, 25, 28, 24, 13, -15, -2, 15, -20
CC(=O)N1CCN(c2ccc([N+](=O)[O-])c(NCC3CCCO3)c2)CC1 (stereo unspecified)
  2.9, -3, -4, 13, -27, 9, -8, 0, -1, 22, 9
O=C(/C=C/c1cccs1)N1CCC2(CC1)Oc1ccc(Cl)cc1C(=O)C21CC(c2ccccc2)=NO1 (stereo unspecified)
  -3.4, -7, -4, -3, 11, -5, 1, -5, 0, 6, 11
C#CCOCCOCCOCCNc1nc(N2CCN(C(=O)Cn3cc(CCO)nn3)CC2)nc(N2CCN(C(=O)[C@H]([C@@H](C)CC)n3cc(CCCN=C(N)N)nn3)CC2)n1
  -2.6, 3, 0, -13, -7, 5, 2, -5, x, 9, -14
Cc1ccccc1N/N=C1\CCCNC1=O
  -1.5, -17, -4, -22, -1, -49, -3, 9, 1, -20, 4
CCC(=O)c1c[nH]c(C(=O)NCCc2ccccn2)c1
  -0.4, 1, -5, -127, -20, -8, -2, -23, 1, -65, -6
COc1ccc(C(=O)COC(=O)c2cc(=O)c3ccccc3o2)c(OC)c1
  0.3, 6, 3, -16, -31, x, -3, 10, x, -48, -4
Cc1ccc(Cc2c(-c3ccc(C)cc3)nc3c4ccccc4ccn23)cc1
  -0.7, -19, 0, -48, -23, x, -1, -18, x, -65, 0

# (more compounds)
# Below each compound – iPSC survival up, EBV LMP1 NFkB, CF NFkB block, Peg3 prom inh, Shn3 3UTR inh, MITF TRPM1 inh, TRAIL sens C8, NR2E3 ag-1, NR2E3 ag-2, HIF-2a inh, KKLEB tox
COc1cc(-c2nnc(COc3ccc4cc(Br)ccc4c3)o2)cc(OC)c1OC
  -0.3, 4, -9, 29, -16, 10, -2, -7, 0, 16, 8
Nc1nnc(-c2ccc(Cl)cc2Cl)s1
  -1.9, -46, -42, -245, -52, -75, 9, -41, 0, -240, 4
CCN(CC)C(=O)CNC(=O)Cc1ccc(Cl)cc1
  0.7, -15, 1, 8, 6, -1, -3, -14, 3, 6, 0
Cn1ncc2c(N3CCCCC3)nc(NCCCO)nc21
  -0.3, 7, -10, -4, -7, 2, -3, 1, 5, 0, 2
Cc1cc(C)cc(N(CC(=O)NC2CCCC2)C(=O)CCC(=O)Nc2nccs2)c1
  -0.5, 0, -4, 10, 7, 5, -12, -20, 2, 8, -2
CCCc1cc(=O)n2[nH]c(-c3ccc(Cl)cc3)cc2n1
  -0.1, -17, -11, -304, -46, -55, 0, -106, -4, -239, -1
CCc1cccc(C)c1NC(=O)C1CN(S(=O)(=O)c2ccccc2)CCN1S(=O)(=O)c1ccccc1 (stereo unspecified)
  3.9, 7, -14, 32, 11, 9, -5, -3, 0, 17, -12
O=C(CCNC(=O)c1ccccc1Cl)Nc1cccc(C(F)(F)F)c1
  20, 13, -1, -4, -10, -13, -7, -6, 1, 2, 5
O=C(CCC(=O)c1cccs1)OCc1ccc([N+](=O)[O-])cc1
  -2.3, 4, -15, 3, 5, 0, -6, -19, -1, 9, 22
CC(=O)N1CCN(Cc2nc3cc(NC(=O)COc4ccccc4)ccc3n2C)CC1
  -0.5, 4, 12, 13, -23, 9, -4, -10, -1, 9, 1
Cc1c(NC(=O)c2ccc(S(=O)(=O)N(C)c3ccccc3)cc2)c(=O)n(-c2ccccc2)n1C
  0.0, 0, 1, -5, -3, -7, 1, -16, -2, 12, 17
Cc1ccc2c(c1)c1c3n2CCN(CC(N)=O)C3CCC1 (stereo unspecified)
  -0.6, 1, 22, 42, -7, 1, 2, -3, 3, -72, 0
COc1ccc(C(C)(C)C)cc1NC(=S)NCCN1CCOCC1
  -0.9, 0, -7, 14, -19, 0, -7, 4, -1, 13, 8
Nc1ccccc1Sc1ccccc1[N+](=O)[O-]
  -1.7, 7, 2, 18, -22, -3, -9, -36, 5, 15, 7
COc1ccc(S(=O)(=O)N(CCCN2CCOCC2)Cc2cccc(OC)c2OC)cc1
  -0.6, -1, -14, -8, -4, -4, -8, -13, 1, 7, 2
COC(=O)[C@]1(Cc2ccccc2)N[C@H](CN(C)C(=O)c2ccc(C)cc2)[C@@H]2C(=O)N(C)C(=O)[C@@H]21
  -0.9, -1, -4, -2, -11, -11, -14, -6, x, 10, 3
CN1C(=O)C(O)(C2COC(C)(C)CC2=O)c2cc(Br)ccc21 (stereo unspecified)
  -0.2, 0, 42, 18, 6, 21, 2, -3, 8, 8, -14
COc1ccc2oc(C(=O)N3CCN(c4ncccn4)CC3)c(C)c2c1
  -0.2, 3, 2, 0, -6, 2, 8, -3, 4, -4, -2
